# Compound activity (PubChem)
# GPR7 antag – human neuropeptides B/W receptor 1 antagonism; inhibition, % at 4.4 µM; GPR7-expressing cells, fluorescence antagonist assay; P48145; AID 1861; actives 1.1% (n = 290,000); in the data active means inhibition above about 16%, passing the limit was not always enough;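 further: cells stimulated with the agonist NPW; 0% = agonist with vehicle and 100% = vehicle without agonist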
# Target sequence (P48145 whole entry, looked up): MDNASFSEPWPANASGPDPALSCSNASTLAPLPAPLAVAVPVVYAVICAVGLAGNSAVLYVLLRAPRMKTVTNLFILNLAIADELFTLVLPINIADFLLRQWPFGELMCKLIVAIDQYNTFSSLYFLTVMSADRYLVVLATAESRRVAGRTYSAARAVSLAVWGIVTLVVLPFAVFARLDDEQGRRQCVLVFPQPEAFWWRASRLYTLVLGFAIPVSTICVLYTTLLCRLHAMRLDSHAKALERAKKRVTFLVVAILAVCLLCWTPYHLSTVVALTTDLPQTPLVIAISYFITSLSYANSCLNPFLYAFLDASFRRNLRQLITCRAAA
# OXTR ag – human OXTR agonism; AID 2435; CHO-OTR cells, Fluo-8 calcium fluorescence; normalized: DMSO 0%, oxytocin 100%; P30559; actives 0.32% (n = 320,000); activation, % at 3 µM;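 active means activation above the mean of all tested compounds plus 3 SD, cutoff set per screening run, cut at about 20% in these data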;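 further: peak over basal fluorescence ratio from a 100 s FLIPR kinetic read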
# MEKK2 WT-MEK5 – raises or lowers MEK5 binding to wildtype human MEKK2 PB1 domain; Q9Y2U5; bead flow cytometry, Alexa488-MEK5 binding to MEKK2 WT; actives lie on both sides; binding response (% of control), % at 10 µM; actives 1.1% (n = 290,000); AID 1531; in the data active means binding response below about 67% or above about 130%
# MEKK2mut PB1 HTS – signal of MEK5 binding to mutant human MEKK2 PB1 domain. bead flow cytometry, Alexa488-MEK5 binding to MEKK2 mutant. percent response, % at 10 µM. actives 0.35% (n = 290,000). AID 1530; in the data active means percent response above about 24%, passing the limit was not always enough; further: inactives centre near 1; some results filed as inactive read as strong as hits
# M18AAP inhibitor – blocks P. falciparum M18 aspartyl aminopeptidase; AID 1822; inhibition, % at 7.35 µM; recombinant PfM18AAP, H-Glu-NHMec fluorogenic cleavage; actives 1.2% (n = 290,000);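 active means inhibition above the campaign mean inhibition over all tested compounds plus 3 SD, cut at about 28% in these data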;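 further: 0% = plate median of test compound wells and 100% = 2 mM ZnCl2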
# V1aR counter – V1a receptor agonism, counter-screen for OXTR agonists. P37288. CHO-V1R cells, Fluo-8 calcium fluorescence, agonist mode; 0% DMSO, 100% 3 nM vasopressin. activation, % at 3 µM. actives 0.25% (n = 320,000);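 active means activation above the mean activation of all tested compounds plus 3 SD, per screening run, cut at about 20% in these data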;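 further: signal is peak over basal fluorescence ratio across a 100 second FLIPR read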
# Target sequence (P37288 whole entry, looked up): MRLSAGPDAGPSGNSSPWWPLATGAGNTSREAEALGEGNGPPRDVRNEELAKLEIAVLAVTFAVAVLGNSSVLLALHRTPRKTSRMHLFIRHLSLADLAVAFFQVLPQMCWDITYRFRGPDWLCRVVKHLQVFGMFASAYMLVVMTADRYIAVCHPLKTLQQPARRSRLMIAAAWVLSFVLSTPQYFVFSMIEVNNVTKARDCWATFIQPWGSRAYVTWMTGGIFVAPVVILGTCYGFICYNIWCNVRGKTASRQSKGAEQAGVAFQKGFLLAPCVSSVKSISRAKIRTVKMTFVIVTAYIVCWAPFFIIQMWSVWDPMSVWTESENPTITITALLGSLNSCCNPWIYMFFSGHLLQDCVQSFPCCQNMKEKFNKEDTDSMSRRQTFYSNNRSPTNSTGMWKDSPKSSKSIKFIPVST
# OXTR potentiator – potentiators of human oxytocin receptor | actives 0.061% (n = 320,000) | P30559 | CHO-OTR cells, Fluo-8 calcium fluorescence, potentiator mode; 0% = oxytocin EC15, 100% = EC100 | AID 2445 | activation, % at 3 µM;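 active means activation above that plate's cutoff, the mean activation of tested compounds plus 3 SD, cut at about 6.6% in these data, passing the limit was not always enough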;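 further: 100% uses oxytocin at 75 nM as the full agonist control; some results filed as inactive read as strong as hits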
#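 Material: human OTR in CHO cells. Compound: 3.0 µM, one dose. Timing: compound 6 min at room temperature before oxytocin, 100 s read. Evaluation: % activation of max/min ratio relative to oxytocin controls. Replication: single well per compound, singlicate. Signal: Fluo-8 calcium dye fluorescence.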
# NALP1 yeast inh – NALP1 inhibition. S. cerevisiae NALP1/ASC/caspase-1 growth, X-gal OD620, 72 h. inhibition, % at 10 µM. actives 0.61% (n = 280,000). AID 2071; in the data active means inhibition mostly above about 24%, no sharp cut-off; inactive means mostly below about 32%; further: some compounds called inactive have numbers as strong as hits
# GalR3 antagonist – blocks the human galanin receptor 3; O60755; HEK293 GalR3-CNG cAMP membrane potential fluorescence; galR3 body fused to GalR1 C-terminus; inhibition, % at 3 µM; actives 0.44% (n = 360,000);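 active means inhibition above the screen-wide average plus 3 SD, cut at about 13% in these data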;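 further: forskolin and galanin both at EC90 stimulate the cells; cAMP rise reported by CNG channel membrane potential dye signal; 0% = forskolin plus galanin with DMSO and 100% = forskolin alone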
# Target sequence (O60755 1-299 limits assumed): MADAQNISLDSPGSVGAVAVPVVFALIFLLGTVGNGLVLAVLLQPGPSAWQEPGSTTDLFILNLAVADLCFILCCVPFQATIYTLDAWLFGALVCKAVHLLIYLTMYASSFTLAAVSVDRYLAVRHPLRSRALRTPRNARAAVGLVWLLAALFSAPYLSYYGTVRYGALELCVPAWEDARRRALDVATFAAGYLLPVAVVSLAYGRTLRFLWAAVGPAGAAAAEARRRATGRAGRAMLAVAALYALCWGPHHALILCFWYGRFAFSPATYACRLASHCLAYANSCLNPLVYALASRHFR
# The depositor's hits bear a star; · = not tested or not shown.
SMILES,GPR7 antag,OXTR ag,MEKK2 WT-MEK5,MEKK2mut PB1 HTS,M18AAP inhibitor,V1aR counter,OXTR potentiator,NALP1 yeast inh,GalR3 antagonist
COc1ccccc1/C=N\Nc1cn[nH]c(=O)c1Cl,0,-2.1,91,-8,4,-1.8,-8,6,-1
CC1(c2ccccc2Cl)NC(=O)N(CC(=O)NC(=O)NCc2ccco2)C1=O (stereo not drawn),0,0.2,108,2,-11,0.1,-1,11,3
Cc1c(OCC(=O)N[C@@H](Cc2ccccc2)C(=O)O)ccc2c3c(c(=O)oc12)CCC3,-3,-0.4,99,-2,-2,0.8,-1,8,1
COC(=O)CCC(=O)N1CCCC(CO)(Cc2ccccc2)C1 (stereo not drawn),-1,-0.5,87,-10,-8,0.2,-6,11,-2
O=c1c(Oc2ccccc2)coc2cc(O)cc(O)c12,·,2.5,104,2,·,1.1,-6,·,-5
CCCCCn1c(=O)[nH]c2cc(C(=O)NCc3ccccn3)ccc2c1=O,-8,0.0,98,-2,-1,1.2,0,-19,-1
O=C(NCCCC1CCCC1)C1CCC(=O)N(Cc2ccccc2F)C1 (stereo not drawn),6,-0.9,97,4,5,6.0,-6,1,-1
O=C(/C=C/c1ccc(N2CCC(c3ccccc3)=N2)cc1)c1ccccc1,-17,75*,·,281*,2,108*,-15,-9,-9
CCC(=O)N1CCN(c2ccc(Cl)cc2NC(=O)c2ccc(Br)o2)CC1,-1,-1.7,92,-5,1,-0.7,4,·,-4
COc1cccc(CNc2nc3nc(C)c(Cl)c(=O)n3[nH]2)c1,-13,2.9,96,-14,-1,-0.3,-10,-6,-8
CN(Cc1cn(-c2ccccc2)nc1-c1ccc(Cl)cc1)C(=O)CCC(=O)O,12,1.0,101,-2,-1,0.4,-5,30,-6
Nc1nc(-c2ccccc2)nn1S(=O)(=O)c1ccccc1,-8,-0.8,99,1,6,0.8,-18,1,-8
CC(C)c1nc(SCC(=O)Nc2ccc(N3CCOCC3)cc2)c2ccccc2n1,3,-0.3,103,3,-2,-0.6,-13,5,6
O=C(Nc1ccc(O)c2c(=O)cc(-c3cccc(Cl)c3)oc12)c1ccccc1Cl,·,-2.5,106,4,·,0.2,1,-10,4
Cc1ccc(N2C(=O)N3[C@H](c4cccc(C)c4)[C@@H]4C(=O)N(Cc5ccccc5)C(=O)[C@@H]4[C@]3(C)C2=O)cc1,·,0.0,·,·,·,-0.4,-2,·,0
CCCOc1ccc(-c2c(C(=O)N/N=C(\C)c3cccs3)nnn2-c2nonc2N)cc1,-12,-0.1,100,-3,-2,0.1,-4,6,-6
CCCN1C(=O)c2ccc(C(=O)Nc3cc(C)on3)cc2C1=O,8,-0.1,118,5,-2,-0.7,-5,19,-6
COc1ccc(/C=N/N=C/c2c[nH]c(=O)c(C#N)c2Nc2ccccc2)cc1,-12,0.3,96,0,2,-0.1,-6,19,-2
O=C1CC(SC(=Nc2ccccc2)Nc2ccccc2)C(=O)N1c1cccc2ccccc12 (stereo not drawn),-8,-0.1,96,4,-42,1.2,-17,2,-3
Cn1c(CCC(=O)Nc2ccc(N3CCOCC3)cc2)nc(=O)c2ccccc21,2,1.0,97,0,5,1.1,-2,7,7

# A draw from above in order of count of non-hydrogen atoms, high to low:
SMILES,GPR7 antag,OXTR ag,MEKK2 WT-MEK5,MEKK2mut PB1 HTS,M18AAP inhibitor,V1aR counter,OXTR potentiator,NALP1 yeast inh,GalR3 antagonist
Cc1c(OCC(=O)N[C@@H](Cc2ccccc2)C(=O)O)ccc2c3c(c(=O)oc12)CCC3,-3,-0.4,99,-2,-2,0.8,-1,8,1
CC(C)c1nc(SCC(=O)Nc2ccc(N3CCOCC3)cc2)c2ccccc2n1,3,-0.3,103,3,-2,-0.6,-13,5,6
CC1(c2ccccc2Cl)NC(=O)N(CC(=O)NC(=O)NCc2ccco2)C1=O (stereo not drawn),0,0.2,108,2,-11,0.1,-1,11,3
CCCCCn1c(=O)[nH]c2cc(C(=O)NCc3ccccn3)ccc2c1=O,-8,0.0,98,-2,-1,1.2,0,-19,-1
COC(=O)CCC(=O)N1CCCC(CO)(Cc2ccccc2)C1 (stereo not drawn),-1,-0.5,87,-10,-8,0.2,-6,11,-2
Nc1nc(-c2ccccc2)nn1S(=O)(=O)c1ccccc1,-8,-0.8,99,1,6,0.8,-18,1,-8
O=c1c(Oc2ccccc2)coc2cc(O)cc(O)c12,·,2.5,104,2,·,1.1,-6,·,-5

# Quoted at random: two compounds from above, in no set order.
SMILES,GPR7 antag,OXTR ag,MEKK2 WT-MEK5,MEKK2mut PB1 HTS,M18AAP inhibitor,V1aR counter,OXTR potentiator,NALP1 yeast inh,GalR3 antagonist
Cn1c(CCC(=O)Nc2ccc(N3CCOCC3)cc2)nc(=O)c2ccccc21,2,1.0,97,0,5,1.1,-2,7,7
O=C(/C=C/c1ccc(N2CCC(c3ccccc3)=N2)cc1)c1ccccc1,-17,75*,·,281*,2,108*,-15,-9,-9

# Additional records follow:
SMILES,GPR7 antag,OXTR ag,MEKK2 WT-MEK5,MEKK2mut PB1 HTS,M18AAP inhibitor,V1aR counter,OXTR potentiator,NALP1 yeast inh,GalR3 antagonist
Cc1ncoc1C(=O)Nc1ccc(Oc2ccccc2)cc1,1,6.9,103,6,3,4.1,-10,19,-7
O=C(CNC(=O)c1ccc(N2C(=O)c3ccccc3C2=O)cc1)OCC(=O)c1ccccc1,5,-0.5,96,-1,-1,0.4,-6,19,-4
COc1ccc(C(=O)NC2CCCCCC2)cc1S(=O)(=O)N1CCCC1,-4,0.2,89,-14,-4,0.6,-13,-3,-6
Cc1cc(OCC(=O)NCCN2CCOCC2)ccc1Br,1,0.9,102,-3,1,1.0,-16,10,-2
O=C(NCC1CCCO1)c1ccc2c(c1)N(Cc1ccc(F)cc1Cl)C(=O)CS2 (stereo not drawn),-8,-0.3,100,8,2,0.4,-2,7,-7
Cc1cc(C)c(C)c(OCCCCN(C)Cc2ccccc2)c1,-10,0.7,131,6,8,0.2,-15,18,2
CCCNC(=O)c1ccc(N2CCC3(CC2)CC(c2ccccc2)=NO3)c(NC(=O)c2cccc(OC)c2)c1,-14,-1.1,95,2,-1,1.3,-16,1,-4
CCOC(=O)c1ccc(N/C=C/C(=O)C(C)(C)C)cc1,-2,-1.6,103,2,-1,0.1,-3,-6,0
COc1ccc(OC)c(C(C)NC(=O)C(C)Cc2ccccc2)c1 (stereo not drawn),1,·,109,3,-4,·,·,14,-10
c1ccc(C2CC(c3ccccc3)n3c(nc4ccccc43)N2)cc1 (stereo not drawn),-1,0.4,100,0,-8,1.0,5,18,-7
O=C(Nc1ccc2nc3n(c(=O)c2c1)CCCCC3)c1c(F)ccc([N+](=O)[O-])c1F,11,3.2,96,-4,-7,4.2,-6,19,-5
Cc1c(OCC(=O)NCc2ccncc2)ccc2c3c(c(=O)oc12)CCC3,-5,0.0,97,-1,6,0.6,-2,28,1
COc1ccc(OC)c(CN2CCN(C(=O)CCC(=O)c3cccs3)CC2)c1,·,-1.2,·,·,·,-0.3,-1,·,-3
CC(=O)c1cnc2cc(-c3cccc(Br)c3)nn2c1C,7,-1.3,96,-1,-1,-1.0,-9,10,-4
CCN1CCN(C(=O)C(Cc2ccccc2)NC(=O)c2ccc(Cl)c(S(=O)(=O)N(C)C)c2)CC1 (stereo not drawn),·,0.5,·,·,·,0.6,-5,·,-1
CCOc1cccc(C(=O)Nc2ccc3oc(Cc4ccc(Cl)cc4)nc3c2)c1,1,-0.2,117,2,-8,2.0,-22,-9,-5
NC(=O)CSc1nccn1Cc1ccccc1,3,-0.1,83,-13,-13,1.0,-11,4,-5
COc1cc(OC)c(S(=O)(=O)NCc2ccco2)cc1S(=O)(=O)NCc1ccco1,-10,0.0,112,4,0,1.4,-6,16,2
O=C(/C=C/c1ccc(Cl)cc1)N1CCN(c2ccccc2[N+](=O)[O-])CC1,-6,0.0,97,-1,0,2.4,-8,36,-3
Cc1cc(N2CCOCC2)nc(-c2ccccc2O)n1,-8,-0.9,95,-3,2,0.6,-4,18,-3
Cn1c(SCc2c(Cl)cccc2Cl)nnc1-c1ccc2nonc2c1,21,-2.3,90,-12,-2,-0.8,3,-6,-5
CN1CCCN(C(=O)c2ccc(Br)s2)CC1,-1,0.6,105,-1,-8,0.1,-7,18,0
O=C(CCC1CCCCC1)NCCS(=O)(=O)N1CCN(c2ccccc2)CC1,·,-2.6,·,·,·,-1.1,-2,·,-4
Cc1ccc(NC(=O)c2ccccc2NS(=O)(=O)c2ccc(Cl)s2)cc1S(=O)(=O)N1CCOCC1,11,17,92,-3,1,13,-14,36,-3
O=C(CNC(=O)c1sc2ccccc2c1Cl)OCc1ccccc1,2,-2.0,98,2,1,0.5,-6,-1,0
COC(=O)c1ccc(CN2C(=O)NC3(CCCc4ccccc43)C2=O)o1 (stereo not drawn),15,-0.4,102,2,1,0.0,-8,16,-1
COc1ccc(/C=N/n2cnc3c([nH]c4ccc(F)cc43)c2=O)cc1CSc1ccccn1,-7,0.1,105,3,0,0.9,-13,·,-2
O=C(CCCc1ccccc1)NCCc1ccc(F)cc1,0,-2.8,115,22,-7,-0.4,-3,11,-2
COc1cc(/C=N/N2CCOCC2)ccc1OCc1ccc(Cl)cc1,-4,2.6,105,-2,7,2.3,-3,2,-2
COc1ccc(N2CCN(c3nc(Nc4ccc(F)cc4)nc(OC)n3)CC2)cc1,-3,·,107,12,-2,·,·,7,·
O=C(NCc1ccc(Cl)cc1)c1cccc(NC(=O)c2ccccc2)c1,-9,2.8,109,0,0,4.8,-6,31,-2
COC(=O)C1(C)Nc2ccccc2C(=O)N1c1ccccc1C (stereo not drawn),1,-0.5,87,-4,2,-0.7,5,17,0
CN(c1ccc(Cl)cc1)S(=O)(=O)c1nnc(NC(=O)c2ccco2)s1,-10,0.9,105,14,9,2.2,3,6,-7
COc1ccc(C(=O)Nc2ccc([N+](=O)[O-])cn2)c(OC)c1,-2,0.3,113,10,-6,-0.3,-7,11,0
COc1ccc(OC)c(C(=O)NC2CC(C)(C)Cc3c2cnn3-c2ccccc2)c1 (stereo not drawn),-22,-1.7,92,-2,-12,0.6,-4,9,-8
O=C1Cc2ccccc2Sc2c(OCCN3CCCCC3)cccc21,4,5.7,114,4,7,1.1,-5,33,-16
CCCSc1ccc(C(=O)Nc2ccc(F)cc2F)cn1,-1,2.2,100,1,5,-0.2,-12,10,-2
COc1cc(-c2nnc(NC(=O)CCS(=O)(=O)c3ccc(F)cc3)o2)cc(OC)c1OC,·,0.4,·,·,·,-1.4,-18,·,-2
CCCCC(=O)NC(c1ccccc1OC)c1ccc2cccnc2c1O (stereo not drawn),-23,-1.6,97,-2,2,-0.4,1,·,4
CN(C)C(=S)NC(=O)C(c1ccccc1)c1ccccc1,-1,-2.1,98,-2,0,-0.6,-19,-12,-1
CCCOc1nnnn1-c1ccccc1,7,-0.4,86,-5,4,-0.2,-13,-14,0
